TDP2 absorb: TDP2 (human) inhibition, absorbance primary screen; O95551; recombinant TDP2, T5PNP hydrolysis, p-nitrophenol absorbance 415 nm; inhibition, % at 12.8 µM; 0.34% of 370,000 active; AID 720702;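 active means inhibition above the mean of all tested compounds plus 3 SD, set per campaign, cut at about 25% in these data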;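 further: 0% = DMSO with enzyme and 100% = buffer with substrate but no TDP2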
Target sequence (O95551 whole entry, looked up): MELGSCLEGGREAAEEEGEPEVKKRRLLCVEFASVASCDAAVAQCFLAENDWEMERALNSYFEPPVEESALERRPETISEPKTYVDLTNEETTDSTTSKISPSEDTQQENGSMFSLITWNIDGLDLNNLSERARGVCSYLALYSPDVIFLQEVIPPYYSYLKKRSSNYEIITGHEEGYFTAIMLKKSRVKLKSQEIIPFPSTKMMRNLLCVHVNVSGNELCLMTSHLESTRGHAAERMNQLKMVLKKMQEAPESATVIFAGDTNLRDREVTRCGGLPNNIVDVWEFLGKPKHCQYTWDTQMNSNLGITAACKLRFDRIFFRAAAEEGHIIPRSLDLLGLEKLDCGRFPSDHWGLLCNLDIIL
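Evaluation: % inhibition relative to enzyme-containing and enzyme-free wells. Material: recombinant human TDP2. Benchmarks: enzyme-free and DMSO wells. Timing: enzyme reaction with compound for 2 h at 37 °C. Compound dosing: 12.8 µM only. Measured by: p-Nitrophenol epi absorbance. Reagent: T5PNP substrate at 5 mM, a TopII-DNA adduct mimic. Replication: single well per compound.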
Rev-erbA mod: modulates human Rev-erb alpha binding to DNA | 0.79% of 370,000 active | P20393 | Rev-erbα–FITC-DNA binding, fluorescence polarization, 90 min | activity, % at 10 µM | AID 1259318;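 active means activity above about 14%, limit read from the data; passing the limit was not always enough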;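 further: 0% = DMSO wells with 35 nM protein and 100% = DMSO wells with 750 nM protein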
LEDGF integ inh: blocks HIV-1 LEDGF/p75-dependent DNA integration; 0.64% of 370,000 active; TR-FRET IN-LEDGF/p75 DNA integration, Eu/Cy5; inhibition, % at 3.7 µM; AID 743269;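 active means inhibition above the screen-wide mean plus 3 SD, cut at about 13% in these data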;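 further: signal is the Cy5 over europium emission ratio at 671 and 618 nm; 0% = plate median of compound wells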
PRMT1 FP inh: PRMT1 (human) inhibition, primary screen; recombinant PRMT1, activity-based probe fluorescence polarization; inhibition, % at 2.79 µM; 1.3% of 370,000 active; AID 652257;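 active means inhibition above about 21% made by adding two undisclosed values, limit read from the data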
ABHD4 inh: inhibitors of mouse ABHD4; 0.54% of 370,000 active; AID 720543; Q8VD66; inhibition, % at 8.92 µM; purified mABHD4, FP-Rh probe fluorescence polarization;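 active means inhibition exceeding the mean over every tested compound plus 3 SD, cut at about 30% in these data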;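 further: 0% = plate median of compound wells and 100% = S159A mutant with DMSO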
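Doses – 8.92 µM, single dose · Material – wild-type mouse ABHD4 protein · Replication – single well per compound (singlicate) · Measure – percent inhibition of probe binding, normalized to plate controls · Schedule – 45 min compound pre-incubation plus 60 min probe step, 25 °C · Detection – fluorescence polarization with parallel and perpendicular emission, 525/598 nm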
PG9 binder: binds the HIV-1 gp120 antibody PG9 | TR-FRET gp120-PG9 antibody binding | inhibition, % at 6.7 µM | 0.43% of 360,000 active | AID 624416; in the data active means inhibition above about 8.5%
SIAE primary: blocks human sialic acid acetylesterase; Q9HAT2; SIAE FP-Rh probe binding, fluorescence polarization; inhibition, % at 9.66 µM; 0.69% of 370,000 active;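 active means inhibition above a cutoff: mean of compounds within the control limits plus 3 SD of those, cut at about 17% in these data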;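 further: 0% = plate median of compound wells and 100% = probe without SIAE protein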
Target sequence (Q9HAT2 whole entry, looked up): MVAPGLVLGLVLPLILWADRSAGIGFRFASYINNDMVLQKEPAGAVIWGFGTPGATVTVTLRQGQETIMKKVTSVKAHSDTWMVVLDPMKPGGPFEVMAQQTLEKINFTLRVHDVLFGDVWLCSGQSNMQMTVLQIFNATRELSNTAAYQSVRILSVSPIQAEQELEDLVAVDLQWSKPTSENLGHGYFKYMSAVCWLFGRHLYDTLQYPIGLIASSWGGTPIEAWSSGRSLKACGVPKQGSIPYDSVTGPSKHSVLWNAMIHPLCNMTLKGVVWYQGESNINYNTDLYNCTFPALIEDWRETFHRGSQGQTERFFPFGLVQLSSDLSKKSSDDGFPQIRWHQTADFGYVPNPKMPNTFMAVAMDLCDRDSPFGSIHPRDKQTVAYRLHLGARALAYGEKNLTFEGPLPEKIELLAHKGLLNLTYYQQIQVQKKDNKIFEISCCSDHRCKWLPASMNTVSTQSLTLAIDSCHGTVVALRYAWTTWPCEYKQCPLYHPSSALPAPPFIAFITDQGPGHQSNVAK
HTRA1 inh: blocks human HTRA1 serine peptidase. inhibition, % at 5.96 µM. recombinant HTRA1, FP-rhodamine activity-based probe, fluorescence polarization. Q92743. 0.5% of 340,000 active; in the data active means inhibition above about 36%;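 further: 0% = enzyme with DMSO and 100% = wells lacking enzyme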
TCR-CD3 inh: blocks the human TCR-CD3 interaction. TAMRA-labeled TCR probe fluorescence, biochemical. 0.37% of 360,000 active. inhibition, % at 9.4 µM; in the data active means inhibition above about 19%;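 further: recombinant mutant TCR 2C K166C tagged with TAMRA read by polarization; 0% = receptor in buffer alone and 100% = receptor with positive control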
rCAG RNA binder: molecules binding r(CAG) RNA repeats; r(CAG) RNA repeat, TO-PRO-1 dye displacement fluorescence; 1.3% of 370,000 active; inhibition, % at 3 µM;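 active means inhibition above the plate cutoff, the mean of all test compounds on that plate plus 3 SD, cut at about 35% in these data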;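 further: 0% = DMSO alone and 100% = 100 µM mitoxantrone as full dye displacement; higher means more dye released from RNA so lower well fluorescence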
Active calls of the source: *; . = not tested or not shown; & = joins results of further samples.

SMILES	TDP2 absorb	Rev-erbA mod	LEDGF integ inh	PRMT1 FP inh	ABHD4 inh	PG9 binder	SIAE primary	HTRA1 inh	TCR-CD3 inh	rCAG RNA binder
CC(C(=O)O)N1C(=O)C2C3CC(C2C1=O)C1C(c2ccccc2)c2sc(=O)[nH]c2SC31 (configuration not stated)	-4	-2	1	29*	3	-3.0	5	4	12	16
COc1cc2c(cc1OC)C(C(=O)Nc1cc(C)c(OC)c(C)c1)CC(=O)N2 (configuration not stated)	-12	3	-10	8	2	-0.8	5	9	1	-2
CCC(C(=O)NC1CCCC1)n1c2ccccc2c2nc(=O)cc(C)n21 (configuration not stated)	-7	3	-1	-2	10	-1.5	-4	2	10	-1
CN(C)CCC1Sc2ccccc2Oc2ccccc21 (configuration not stated)	8	-4	-2	0	11	-0.8	-3	0	-3	-3
Cc1noc(C)c1CSc1nnc2ccccn12	-2	1	-2	0	-3	-0.4	-2	3	5	1
COc1ccc(-n2c(=S)[nH]c3cc(C(=O)Nc4ccc(C)c(F)c4)ccc3c2=O)c(OC)c1	-19	7	-7	2	-38	0.3	-122	-37	-2	33
Cc1oc(-c2cccc(Cl)c2)nc1CS(=O)(=O)CC(=O)NCc1ccco1	7	-1	0	0	-3	-0.3	2	-5	-5	1
Cc1csc2nnc(N)n12	-5	5	2	0	3	0.6	0	-8	9	1
Cc1ccc(NC(=O)C(C)OC(=O)Cn2[nH]c(=O)c3ccccc3c2=O)cc1 (configuration not stated)	5	3	1	-2	-2	-0.4	2	0	1	1
O=C(COc1ccc2ccccc2c1)N1CCN(C(=O)c2cccs2)CC1	6	7	-2	-2	0	-0.4	7	-2	7	2
CCCCc1c(-c2ccccc2)ncn1CCc1ccccc1OC	-2	4	5	-2	-1	2.8	5	.	2	0
CC(C)c1nc2oc3c(N4CCN(C)CC4)ncnc3c2c2c1CCC2	3	-1	0	1	3	0.0	5	2	5	-8
O=C(CSC1=NCCS1)NC(NC(=O)CSC1=NCCS1)c1ccccc1	1	-1	-2	26*	8	0.9	4	8	-7	9
CCCc1cc(=O)n2nc(N3CCC(C(=O)NCc4ccco4)CC3)sc2n1	7	-2	3	3	-3	0.5	-3	4	7	0
O=C(NCc1ccccc1)c1cc2ccccc2oc1=O	-4	6	0	4	-4	-0.7	-9	-1	-4	-4
O=C1NC(Cc2ccccc2)c2nc3cc(F)ccc3c(=O)n2-c2cc3ccccc3cc21 (configuration not stated)	1	1	1	5	-35	-0.1	-32	-73	0	13
CCCN(C(=O)c1cn(CCC)c2ccccc12)c1ccc(Oc2cccnc2)cc1	-14	5	7	-4	-36	-0.9	-5	.	-1	2
O=C1C2C3C=CC(C3)C2C(=O)N1CNc1ccccc1 (configuration not stated)	-7	0	2	-2	5	-0.6	2	-8	-7	-2
COc1ccc(-n2nnnc2SCC(=O)Nc2cccc(C)n2)cc1OC	3	-1	0	1	-8	0.7	2	-6	-2	-3
CCN(C(=O)CSc1nccc(=O)[nH]1)c1cccc2ccccc12	-11	-3	0	8	-12	1.3	-2	1	-4	8
OCCN1CCN(c2ncnc3c2ncn3[C@H]2CN(Cc3ccncc3)C[C@@H](CO)O2)CC1	6	-12	2	-2	0	0.8	1	.	2	2
O=C(COC(=O)c1nc(Cl)ccc1Cl)NNC(=O)c1ccccc1	-2	-1	-2	4	6	0.2	0	11	-11	0
Cc1cc(OCC(=O)Nc2ccncc2)cc(C)c1Cl	-4	0	3	-5	-2	-2.2	14	-4	-2	-2
COc1ccccc1CC(=O)Nc1ccc2c(C)cc(=O)oc2c1	3	6	1	2	-6	2.4	1	-7	-10	4
CCOC(=O)CSc1nnc(NCC(=O)OC(C)C)c(=O)[nH]1	-13	-3	-2	54*	0	0.6	15	3	7	-2
COc1ccc(CN2CCN(c3cc(C)nc4c5c(C)cc(C)nc5nn34)CC2)cc1F	-14	0	4	1	-4	0.5	6	-5	0	-1
Cc1nn(CC(=O)O)c(=O)c2ccccc12	6	1	0	1	0	-0.5	1	-5	6	1
COc1ccc(C(=O)Nc2ccc3ccccc3n2)cc1OC	10	1	-1	-1	-5	-2.1	-5	-7	2	0
COc1ccc(CNC(=O)Cn2nc(C(F)(F)F)cc2C)cc1	14	-5	1	-1	-5	-1.4	2	9	2	-2
COc1cc(/C(O)=C(\C#N)c2nc3ccccc3[nH]2)cc(OC)c1OC	0	-3	-3	-4	12	-0.9	9	8	-2	12
CCOc1ccc(CNc2ccc(CNc3ncn[nH]3)cc2)cc1	-1	1	-4	-3	-1	0.7	2	0	-1	0
COc1ccc(NC(=O)CN(c2ccc(C)cc2)S(=O)(=O)c2c(C)nn(C)c2C)cc1OC	7	6	2	-2	0	-1.1	4	2	8	1
Cc1cccc(NC(=O)NCc2ccc3[nH]c(C)cc3c2)c1	-2	-4	-3	2	5	0.3	1	-13	-4	4
COc1ccc(NC(=S)Nc2ccc(S(N)(=O)=O)cc2)c(C)c1	-5	-6	2	3	6	-2.7	4	1	5	-2
COc1ccc(-c2cc(C(F)F)n3ncc(C(=O)Nc4cccc(S(=O)(=O)N5CCOCC5)c4)c3n2)cc1	-2	-2	-1	-1	5	-1.8	0	-2	3	-1
CCOC(=O)C(NC(C)=O)(NC(C)C)C(F)(F)F (configuration not stated)	0	4	-1	1	-3	0.2	3	3	6	3
Cc1onc(-c2ccccc2Cl)c1C(=O)OCn1nnc2ccccc2c1=O	-19	1	5	2	-6	0.3	4	36	-3	-3
CC(=O)N1C(=O)NC2=C(C(=O)CCC2)C1c1cccc([N+](=O)[O-])c1 (configuration not stated)	-4	-2	-3	1	-4	-1.0	3	3	5	4
COc1ccc(C(=O)N[C@H](C(=O)NC2CCCCC2)C(C)C)cc1	10	2	-2	2	4	-0.1	0	8	0	0
N#CCCn1cc(C(=O)CN2C(=O)NC3(CCc4ccccc43)C2=O)c2ccccc21 (configuration not stated)	-11	-1	6	-1	-12	-1.7	-9	-10	-2	6
Cc1ccc(SCC(=O)c2ccc[nH]2)cc1	-11	-4	-2	-4	-6	-2.1	0	2	8	0
COc1nc(-c2ccccc2)ccc1-c1noc(COc2ccccc2)n1	10	4	2	2	-6	-2.0	-13	-55	7	5
O=C(Nc1c(-c2ccccc2)[nH][nH]c1=O)c1ccc2c(c1)OCO2	48*	-7	10	5	5	-0.7	-2	.	-2	8
N#CCCN1CCC(NC(=O)OCc2ccccc2)CCC1=O (configuration not stated)	-3	-3	1	-4	9	0.3	-4	-2	7	-1
CC(=O)c1cc2c(cc1N)OCO2	-9	1	-4	6	4	-1.3	-1	-2	0	-4
CSc1ccc(S(=O)(=O)N2CCC(C(=O)NCc3ccccn3)CC2)cc1	11	4	-1	-2	-8	-0.6	3	1	0	3
CC(=O)c1cccc(NC(=O)C(OC(=O)/C=C/c2ccc3c(c2)OCO3)c2ccccc2)c1 (configuration not stated)	-6	0	3	1	-53	1.8	-45	-55	1	22
Cc1c(Cl)cccc1NC(=O)Nc1cccnc1	0	-4	-2	3	4	-2.0	5	-10	3	-2
CC(=O)Nc1ccc(NC(=O)CSc2nncn2C)cc1	2	1	-1	-3	2	0.2	-6	4	2	3
CNc1ccc(N=Nc2cccc3ncccc23)cc1	-7	14	-6	8	23	-1.5	1	21	2	7
The list goes on:
SMILES	TDP2 absorb	Rev-erbA mod	LEDGF integ inh	PRMT1 FP inh	ABHD4 inh	PG9 binder	SIAE primary	HTRA1 inh	TCR-CD3 inh	rCAG RNA binder
N#Cc1ccccc1S(=O)(=O)N1CCN(C(=O)C2CCCCC2)CC1	8	5	-1	-1	-2	0.3	5	9	1	0
O=C1CSC(c2cccc(F)c2)N1c1ccccc1F (configuration not stated)	0	6	-2	3	-4	-1.1	0	20	2	-3
C=CCOc1ccc2c(c1)CCC1C2CCC2(C)C(O)C(O)CC12 (configuration not stated)	5	-2	-2	0	-9	0.2	-2	-16	-2	3
Cn1c2c(c(=O)n(C)c1=O)C(CC(=O)Nc1ccc(F)cc1)C(=O)N2 (configuration not stated)	7	-1	-2	2	5	1.7	5	-8	-4	1
Cc1ccc(C)c(NC(=S)NNC(=O)c2ccc(Br)o2)c1	6	-2	0	1	6	-1.4	4	0	2	13
CC(=O)c1c(C)nc(-c2ccccc2)nc1N	2	4	0	-5	4	2.0	9	4	-5	-1
Cc1cc(C)c(NC(=O)CN2CCN3CCCC3C2)c(C)c1 (configuration not stated)	1&0	-2&-1	2&-2	1&-1	2&-2	1.2&-1.9	12&5	-2&-2	-1&7	-1&-3

Screening results: PubChem, several laboratories

Only part of the results is shown; the hit share may differ from the screen's.
